Assay outcomes: PubChem, National Center for Advancing Translational Sciences (NCATS)
FBPA Giardia inh = Giardia lamblia aldolase inhibition; purified Giardia FBPA; Potency, µM (top dose mostly 59.6 µM), without a hit: top-dose activity, negative = inhibition, actives largely listed as inhibitors; A8B2U2; actives 0.71% (n = 290,000); also: potency is read from the fitted curve at half-maximal effect; % is scaled to controls: 0 for no effect and ±100 for the full control effect; nearly all actives have a fitted effect of over 55% in size
Target sequence (A8B2U2 whole entry, looked up): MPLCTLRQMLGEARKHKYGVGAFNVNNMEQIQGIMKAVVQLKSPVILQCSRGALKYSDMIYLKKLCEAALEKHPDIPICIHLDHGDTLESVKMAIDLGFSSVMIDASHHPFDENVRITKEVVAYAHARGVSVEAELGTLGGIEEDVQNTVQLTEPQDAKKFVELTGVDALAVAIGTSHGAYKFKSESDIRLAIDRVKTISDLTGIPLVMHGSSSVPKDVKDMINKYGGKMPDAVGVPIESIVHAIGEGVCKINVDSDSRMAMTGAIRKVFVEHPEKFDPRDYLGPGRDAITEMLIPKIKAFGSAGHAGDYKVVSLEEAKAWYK
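40 nM FBPA preincubated 10 min at RT with compound (up to 57.5 uM final), then substrate plus GAPDH/TPI/NAD/arsenate coupling and diaphorase/resazurin added. Fluorescence read after 20 min at RT, 525/598 nm.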
AmpC no deterg = AmpC beta-lactamase inhibition without detergent; P00811; AmpC nitrocefin hydrolysis, absorbance 480 nm, 0.0001% Triton; Potency, µM (top dose mostly 57.1 µM), for the others: top-dose activity change, negative = inhibition, most hits filed as inhibitors; actives 0.52% (n = 330,000); AID 485341;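 also: potency is read from the fitted curve at half-maximal effect; plate controls were no compound for no effect and no enzyme for full effect; nearly all actives have a fitted effect of over 20% in size; some results filed as inactive show a strong effect at the top dose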
Target sequence (P00811 whole entry, looked up): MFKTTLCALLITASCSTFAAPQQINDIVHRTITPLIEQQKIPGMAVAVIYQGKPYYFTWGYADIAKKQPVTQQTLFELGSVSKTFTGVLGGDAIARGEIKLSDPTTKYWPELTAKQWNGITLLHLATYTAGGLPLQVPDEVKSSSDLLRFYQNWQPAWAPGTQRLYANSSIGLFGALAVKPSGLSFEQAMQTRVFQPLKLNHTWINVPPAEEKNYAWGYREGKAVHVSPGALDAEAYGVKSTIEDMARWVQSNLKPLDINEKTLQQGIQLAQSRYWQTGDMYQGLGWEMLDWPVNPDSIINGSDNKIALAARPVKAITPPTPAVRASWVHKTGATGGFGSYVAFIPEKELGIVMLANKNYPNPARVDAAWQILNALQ
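20 mM phosphate pH 7.0 + 0.01% (detergent screen) or 0.0001% Triton X-100; 5.3 nM AmpC reagent; cpd preinc 15 min RT; nitrocefin (800 uM stock) to start; A480 q20 s × 4 min; Activity was normalised to no-enzyme and no-compound control wells.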
Shiga toxin inh = blocks Shiga toxin action in Vero cells | Vero cells, Shiga toxin protein synthesis inhibition reporter | inhibition, % at 38.7 µM | actives 9.2% (n = 290,000) | AID 2315; in the data active = inhibition mostly above about 28%, no sharp cut-off; inactive = mostly below about 43%; also: 0% is about no effect
CHX counter = affects cycloheximide protein synthesis inhibition readout, counter-screen | actives 12% (n = 300,000) | max response, % | cell reporter, cycloheximide protein synthesis inhibition counterscreen | AID 2314; in the data active = max response mostly above about 13%, no sharp cut-off; inactive = mostly below about 14%; also: read at 38.3 µM for the half of the compounds with a filed dose; 0% is about no effect
AMA1-RON2 inh = disrupts binding of P. falciparum AMA1 to RON2 | AlphaScreen AMA1-biotinylated RON2 peptide binding | Potency, µM (highest dose often 58.2 µM), for the others: at the highest dose activity change, negative = inhibition, usual class: inhibitors | actives 0.2% (n = 360,000);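 also: potency is read from the fitted curve at half-maximal effect; 0% = vehicle wells and -100% = peptide control; nearly all actives have a fitted effect of over 45% in size; some results filed as inactive show a strong effect at the top dose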
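AMA1 (3D7) with his tag at 25 nM final met compounds first, then biotinylated RON2 peptide at 25 nM; detection used donor plus acceptor beads, 10 µg/mL apiece, read by AlphaScreen after 30 min at room temperature.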
AmpC inh detg = blocks E. coli AmpC beta-lactamase in detergent assay. Potency, µM (doses to about 114 µM), for inactives: at the top dose activity change, negative = inhibition, actives largely listed as inhibitors. actives 0.041% (n = 370,000). P00811. AID 485294. AmpC hydrolysis of nitrocefin, absorbance 480 nm, 0.01% Triton;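 also: potency is read from the fitted curve at half-maximal effect; 0% = no-compound wells and -100% = no-enzyme wells; nearly all actives have a fitted effect of over 25% in size; some results filed as inactive show a strong effect at the top dose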
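20 mM phosphate pH 7.0 + 0.01% (detergent screen) or 0.0001% Triton X-100; 5.3 nM AmpC reagent; cpd preinc 15 min RT; nitrocefin (800 uM stock) to start; A480 q20 s × 4 min; Activity was normalised to no-enzyme and no-compound control wells.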
HCMV antiviral = human cytomegalovirus inhibition | AID 1259415 | activity change, negative = inhibition, % at 57.5 µM | HFF cells, HCMV-luciferase reporter, 72 h; hits give low values | actives 4.5% (n = 410,000); in the data active = activity change below about -60%; inconclusive = no clear call, values can overlap the other calls; inactive = above about -39%; also: % is scaled to controls: 0 for no effect and ±100 for the full control effect
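Human foreskin fibroblasts infected with luciferase-reporter HCMV at MOI 1 PFU/cell, compounds at two doses. Luciferase measured 72 h post infection; normalized to buffer-only basal and Salinomycin (10uM) controls.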
* marks the source's active call; other numbers are inactive results; ? = inconclusive; . = not tested or not shown; & = joins results of further samples; ! = repeats disagree; [ ] = dose if it differs, or a comment. Unless noted, calls follow the shape of the dose curve; as a rule, active = well fitted curve in the direction sought with a large enough effect; inconclusive = small, poorly fitted or top-dose-only effect, or another doubt; inactive = no such curve, though single readings can be large; an effect the other way counts as inactive or inconclusive.

SMILES	FBPA Giardia inh	AmpC no deterg	Shiga toxin inh	CHX counter	AMA1-RON2 inh	AmpC inh detg	HCMV antiviral
C#CCOCCOCCOCCNc1nc(N2CCN(C(=O)[C@H](Cc3ccc(O)cc3)n3cc([C@@H](N)C(C)CC)nn3)CC2)nc(N2CCN(C(=O)[C@H](Cc3cc4ccccc4[nH]3)n3cc([C@@H](N)Cc4ccc(O)cc4)nn3)CC2)n1 (stereo not given in full)	8%	163%[activator]	13	-4	.	-1%	.
COc1ccc(C2(O)CCN(C(=O)c3ccc4c(c3)OCO4)CC2)cc1	1%	-8%	-19	-1	-6%	8%	40
Cc1cc(C)nc(Sc2ccc3nnnn3n2)n1	6%	-10%	31*	10	0%	?	-37
CCOC(=O)N1CCN(C(=O)c2cc3cc(Cl)ccc3[nH]2)CC1	6%	28%	4	13	-11%	4%	?
CC1(C)CC(=O)C(C(=O)c2ccccc2)C(=O)C1Cl (stereo not given)	-12%	-11%	-4	-2	-1%	-16%	71
O=C(CSc1nnc(Cc2cc(=O)[nH]c(=O)[nH]2)n1-c1ccc(Cl)cc1)NCC1CCCO1 (stereo not given)	-1%	1%	-8	1	10%	-14%	7
O=c1nc(NCc2ccco2)sc2ncccc12	-9%	-12%	-3	-2	-14%	-4%	15
Nc1nnc(SCC(=O)Nc2ccccc2N2CCOCC2)s1	-1%	-19%	2	-4	16%	-9%	26
COc1ccc(Oc2ccc(/C=N/NC(=O)c3cccnc3)cc2[N+](=O)[O-])cc1	-1%	1%	-6	-2	-15%	2%	-80*
C=CCn1c(O)c(C(C)=NCc2cccnc2)c(=O)[nH]c1=O	0%	-24%	-9	-1	2%	-16%	68
Nn1c(SCC(=O)Nc2ccc3c(c2)OCCO3)nncc1=O	25µM*	-15%	31*	16*	49%[activator]	4%	-13
CCCCOc1ccc(CCN)cc1Cl	0%	-1%	20	34*	-29%	-12%	-60*
C/C(=N\O)C1(C)N(O)C(C)(C)C(c2ccco2)=[N+]1[O-] (stereo not given)	0%	-8%	-12	-8	-1%	6%	-12
CCN1C(=O)[C@H]2[C@@H](c3ccc(-c4ccccc4)cc3)N3CCC[C@@]3(C(=O)OC)[C@H]2C1=O	.	212%[activator]	.	.	6%	5%	25
Cc1ccc2[nH]c(=O)c(COC(=O)C3CCCCC3)cc2c1	0%	-27%	4	0	4%	-2%	8
O=C(CSc1nc2ncc(Cl)cc2[nH]1)NC1CCS(=O)(=O)C1 (stereo not given)	-16%	-10%	2	4	-4%	-7%	66
CCOC(=O)C1=C(N)OC2=C(C(=O)CC(C)(C)C2)C1c1ccco1 (stereo not given)	-6%	-10%	-5	-2	5%	-1%	-13
CC(=O)Nc1ccc(S(=O)(=O)N2CCN(Cc3ccccn3)CC2)cc1	-25%	-15%	10	-4	1%	-7%	38
Cn1nnc2cc(C(=O)Nc3cccnc3)ccc21	0%	-16%	7	6	18%	-12%	-34
O=C1c2ccccc2-n2c1nc1ccccc1c2=O	?	-9%	52*!	32&-3	-2%	?	-25

At a glance, 2 of the compounds above:
SMILES	FBPA Giardia inh	AmpC no deterg	Shiga toxin inh	CHX counter	AMA1-RON2 inh	AmpC inh detg	HCMV antiviral
C#CCOCCOCCOCCNc1nc(N2CCN(C(=O)[C@H](Cc3ccc(O)cc3)n3cc([C@@H](N)C(C)CC)nn3)CC2)nc(N2CCN(C(=O)[C@H](Cc3cc4ccccc4[nH]3)n3cc([C@@H](N)Cc4ccc(O)cc4)nn3)CC2)n1 (stereo not given in full)	8%	163%[activator]	13	-4	.	-1%	.
COc1ccc(C2(O)CCN(C(=O)c3ccc4c(c3)OCO4)CC2)cc1	1%	-8%	-19	-1	-6%	8%	40

(list continues)
SMILES	FBPA Giardia inh	AmpC no deterg	Shiga toxin inh	CHX counter	AMA1-RON2 inh	AmpC inh detg	HCMV antiviral
O=C(COc1cccnc1[N+](=O)[O-])N1CCc2ccccc21	3%	-17%	-9	-2	12%	-1%	-12
Cc1nnc(SCC(=O)NNC(=O)c2ccccc2)n1N	.	-16%	.	.	24%	3%	-35
CC1CCCCC1NC(=O)C1CCC(CNS(=O)(=O)c2ccccc2)CC1 (stereo not given)	2%	-6%	-5	-2	9%	0%	-20
COc1cc2c(cc1OC)C(C1C(=O)CC(C)CC1=O)N(C(=O)CCl)CC2 (stereo not given)	-8%	-15%	-8	-3	-9%	-10%	?
CCOC(=O)N1CCC(NC(=O)c2cccc3c2C(=O)N(CCOC)C3)CC1	1%	-1%	13	-5	-4%	-15%	12
Cc1cc(C)c2c(N)c(C(=O)Nc3ccc(F)cc3)sc2n1	-8%	-11%	92*	45*	2%	0%	36
CCc1ccc(C(=O)CCC(=O)Nc2cccc(S(=O)(=O)N3CCCCC3)c2)cc1	.	-11%	.	.	51%[activator]	15%	-29
COc1ccc(N(C)S(=O)(=O)c2ccc3c(c2)NC(=O)CC(=O)N3)c(OC)c1	.	-30%	8	-5	0%	0%	?
CCN(CC)C(=O)C1CC(=O)N(c2ccc(OC)cc2)C1c1ccc(OC)cc1 (stereo not given)	6%	-1%	-4	9	1%	-10%	7
Cc1c(NC(=O)c2cccc(NC(=O)c3ccco3)c2)cccc1C(=O)O	-1%	-6%	2	-4	1%	-2%	28
CCC(=Nc1cc(OC)ccc1OC)c1c(O)[nH]c(=O)[nH]c1=O	-11%	-3%	-16	-4	-6%	0%	72
CCCNC(=O)CCc1c(C)nc2nc(-c3cc(OC)cc(OC)c3)nn2c1C	1%	130%[activator]	-7	-7	4%	-6%&-5%	5&-10
CC(=O)C1C(c2cccc(F)c2)NC(=O)NC1(O)C(F)(F)F (stereo not given)	2%	1%	-13	1	1%	-17%	13
Cc1ccc(C23CC4CC(CC(C(=O)N5CCN(C)CC5)(C4)C2)C3)cc1	10%	143%[activator]	-2	-1	1%	-5%	0
CCN(CC)S(=O)(=O)c1ccc(OC)c(NC(=O)c2ccc(=O)[nH]c2)c1	-2%	-2%	-4	-3	9%	-3%	-23
CC(=O)Nc1ccc(S(=O)(=O)N2CCN(C(=O)c3ccccc3F)CC2)cc1	3%	-5%	16	7	31%[activator]	3%	-20
CC1CCCC(NC(=O)CCCn2ncn3c(cc4occc43)c2=O)C1C (stereo not given)	12%	35%	1	1	-3%	-2%	26
Cc1ccc(NC(=O)COC(=O)C2CCN(c3ccc(C(F)(F)F)cn3)CC2)cc1C	.	13%	.	.	3%	-11%	-8
COC(=O)C1CSc2[nH]c(=O)sc2C1c1ccc(OC)c(OC)c1 (stereo not given)	.	-24%	4	0	0%	-11%	?
NC(=O)C1CCN(C(c2ccccc2)c2nnnn2C2CCCC2)CC1 (stereo not given)	0%	-7%	2	-1	11%	-2%	3
O=S(=O)([N-]c1nc2ccccc2nc1-[n+]1ccc(-c2ccncc2)cc1)c1ccccc1	1%	-20%[11.4 µM]	92*	34*	7%	?	115
O=c1c(Cl)c(NCc2ccc(F)cc2)cnn1C12CC3CC(CC(C3)C1)C2	1%	-5%	-9	-3	13%	4%	-24
CN(C)CCN=Cc1c(O)n(-c2ccc(S(=O)(=O)N3CCOCC3)cc2)c(=O)c2ccccc12	.	32%	.	.	65%[activator]	-8%	-11
COc1ccc(CNCc2cc(C)c(OC)cc2C)c(OC)c1	?	12%	-8	-1	?	?	24
CC(C)[C@H]1CN(C)CCN1Cc1cn(C)nc1-c1cccc(Cl)c1	1%	71%[activator]	1	-4	-6%	-2%	-29
Cc1ccc(S(=O)(=O)CC(=O)Nc2ccc(S(=O)(=O)Nc3onc(C)c3C)cc2)cc1	20%	-28%	-6	-3	3%	-6%	3
CC(C)/C=C1\CCCCC1N(C)C(=O)NC(C)C (stereo not given)	0%	-8%	-3	-1	13%	-9%	-10
O=C(NCC(c1ccco1)N1CCCCC1)c1cccnc1 (stereo not given)	.	-12%	.	.	5%	-11%	-7
CCN(N)C(=S)Nc1ccc(F)cc1	-4%	-6%[11.4 µM]	-7	6	20%	?	33
CN(C)CCCN(C(=O)COc1ccccc1)c1nc2cc3c(cc2s1)OCCO3	.	65%[activator]	18	24*	-1%	-5%	9
CCOCC(=O)Nc1c(C(=O)Nc2ccc3c(c2)OCCO3)oc2ccccc12	-25%	58%	126*	37*	0%	3%	-96*
CC(=NCC1CCCO1)c1c(O)n(-c2ccc(C)cc2)c(=O)[nH]c1=O (stereo not given)	6%	-13%	-10	-2	3%	1%	11

Just FBPA Giardia inh, AmpC no deterg and AmpC inh detg, for five of the compounds above:
Molecule,FBPA Giardia inh,AmpC no deterg,AmpC inh detg
Nc1nnc(SCC(=O)Nc2ccccc2N2CCOCC2)s1,-1%,-19%,-9%
COc1ccc(Oc2ccc(/C=N/NC(=O)c3cccnc3)cc2[N+](=O)[O-])cc1,-1%,1%,2%
C=CCn1c(O)c(C(C)=NCc2cccnc2)c(=O)[nH]c1=O,0%,-24%,-16%
Nn1c(SCC(=O)Nc2ccc3c(c2)OCCO3)nncc1=O,25µM*,-15%,4%
CCCCOc1ccc(CCN)cc1Cl,0%,-1%,-12%

An excerpt of these results, with bars between the fields:
Molecule | FBPA Giardia inh | AmpC no deterg | Shiga toxin inh | CHX counter | AMA1-RON2 inh | AmpC inh detg | HCMV antiviral
CN(C)CCN=Cc1c(O)n(-c2ccc(S(=O)(=O)N3CCOCC3)cc2)c(=O)c2ccccc12 | . | 32% | . | . | 65%[activator] | -8% | -11
CCOCC(=O)Nc1c(C(=O)Nc2ccc3c(c2)OCCO3)oc2ccccc12 | -25% | 58% | 126* | 37* | 0% | 3% | -96*

Hits appear at their usual frequency; 16% or so of the library scored in one or more.
